VHR inh abs: blocks human VHR1 dual specificity phosphatase | recombinant VHR phosphatase, pNPP absorbance | inhibition, % at 13.3 µM | 290,000 tested, 0.52% active; in the data active = inhibition above about 50%; note: some compounds called inactive have numbers as strong as hits
MazF activator: MazEF (E. coli) toxin RNase activation; P0AE70; FAM/BHQ RNA-DNA oligo cleavage fluorescence, 5 h; activation, % at 20 µM; 350,000 tested, 0.32% active; in the data active = activation above about 50%
SARS 3CLpro inh: SARS-CoV 3CLpro protease inhibition; 290,000 tested, 0.14% active; recombinant SARS-CoV 3CLpro, quenched FRET peptide cleavage; inhibition, % at 6 µM; P0C6X7; AID 1706; in the data active = inhibition above about 12%
PriA SSB inh: inhibitors of Klebsiella pneumoniae PriA binding to SSB C-terminal tail. 430,000 tested, 0.6% active. inhibition, % at 33 µM. AID 1272365. AlphaScreen SSBct-PriA binding, biotinylated peptide; in the data active = inhibition mostly above about 37%, no sharp cut-off; inactive = mostly below about 20%;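 note: plate controls were negative control peptide for no effect and reference peptide for full effect; strong numbers were not always called active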
BH1578 lux ind: quorum light induction in luxS cqsA deficient V. cholerae; V. cholerae BH1578 lux reporter, luminescence, 6 h; AID 588436; 350,000 tested, 0.16% active; activation, % at 18.7 µM; in the data active = activation mostly above about 9.7%, no sharp cut-off; note: not every result past the cut was called active; inactives centre near 0; reference of the scale not given here
PrPC surface inh: cell surface PrPC inhibition, primary TR-FRET screen; AID 720596; inhibition, % at 13.8 µM; 370,000 tested, 0.43% active; TR-FRET read-out; in the data active = inhibition above about 24%; note: 0% = median of the test wells and 100% = reference compound wells
Rv3671c protease: inhibits the M. tuberculosis serine protease Rv3671c; P9WHR9; inhibition, % at 5.96 µM; 320,000 tested, 0.048% active; in the data active = inhibition above about 38%;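 note: extracellular domain of Rv3671c used as enzyme; 0% = enzyme with DMSO and 100% = no enzyme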
TcdB inh: blocks C. difficile toxin B glycohydrolase activity. 350,000 tested, 0.24% active. TcdB glycohydrolase enzymatic assay, plate reader. P18177. inhibition, % at 9.99 µM; in the data active = inhibition above about 10%
Target sequence (P18177 whole entry, looked up): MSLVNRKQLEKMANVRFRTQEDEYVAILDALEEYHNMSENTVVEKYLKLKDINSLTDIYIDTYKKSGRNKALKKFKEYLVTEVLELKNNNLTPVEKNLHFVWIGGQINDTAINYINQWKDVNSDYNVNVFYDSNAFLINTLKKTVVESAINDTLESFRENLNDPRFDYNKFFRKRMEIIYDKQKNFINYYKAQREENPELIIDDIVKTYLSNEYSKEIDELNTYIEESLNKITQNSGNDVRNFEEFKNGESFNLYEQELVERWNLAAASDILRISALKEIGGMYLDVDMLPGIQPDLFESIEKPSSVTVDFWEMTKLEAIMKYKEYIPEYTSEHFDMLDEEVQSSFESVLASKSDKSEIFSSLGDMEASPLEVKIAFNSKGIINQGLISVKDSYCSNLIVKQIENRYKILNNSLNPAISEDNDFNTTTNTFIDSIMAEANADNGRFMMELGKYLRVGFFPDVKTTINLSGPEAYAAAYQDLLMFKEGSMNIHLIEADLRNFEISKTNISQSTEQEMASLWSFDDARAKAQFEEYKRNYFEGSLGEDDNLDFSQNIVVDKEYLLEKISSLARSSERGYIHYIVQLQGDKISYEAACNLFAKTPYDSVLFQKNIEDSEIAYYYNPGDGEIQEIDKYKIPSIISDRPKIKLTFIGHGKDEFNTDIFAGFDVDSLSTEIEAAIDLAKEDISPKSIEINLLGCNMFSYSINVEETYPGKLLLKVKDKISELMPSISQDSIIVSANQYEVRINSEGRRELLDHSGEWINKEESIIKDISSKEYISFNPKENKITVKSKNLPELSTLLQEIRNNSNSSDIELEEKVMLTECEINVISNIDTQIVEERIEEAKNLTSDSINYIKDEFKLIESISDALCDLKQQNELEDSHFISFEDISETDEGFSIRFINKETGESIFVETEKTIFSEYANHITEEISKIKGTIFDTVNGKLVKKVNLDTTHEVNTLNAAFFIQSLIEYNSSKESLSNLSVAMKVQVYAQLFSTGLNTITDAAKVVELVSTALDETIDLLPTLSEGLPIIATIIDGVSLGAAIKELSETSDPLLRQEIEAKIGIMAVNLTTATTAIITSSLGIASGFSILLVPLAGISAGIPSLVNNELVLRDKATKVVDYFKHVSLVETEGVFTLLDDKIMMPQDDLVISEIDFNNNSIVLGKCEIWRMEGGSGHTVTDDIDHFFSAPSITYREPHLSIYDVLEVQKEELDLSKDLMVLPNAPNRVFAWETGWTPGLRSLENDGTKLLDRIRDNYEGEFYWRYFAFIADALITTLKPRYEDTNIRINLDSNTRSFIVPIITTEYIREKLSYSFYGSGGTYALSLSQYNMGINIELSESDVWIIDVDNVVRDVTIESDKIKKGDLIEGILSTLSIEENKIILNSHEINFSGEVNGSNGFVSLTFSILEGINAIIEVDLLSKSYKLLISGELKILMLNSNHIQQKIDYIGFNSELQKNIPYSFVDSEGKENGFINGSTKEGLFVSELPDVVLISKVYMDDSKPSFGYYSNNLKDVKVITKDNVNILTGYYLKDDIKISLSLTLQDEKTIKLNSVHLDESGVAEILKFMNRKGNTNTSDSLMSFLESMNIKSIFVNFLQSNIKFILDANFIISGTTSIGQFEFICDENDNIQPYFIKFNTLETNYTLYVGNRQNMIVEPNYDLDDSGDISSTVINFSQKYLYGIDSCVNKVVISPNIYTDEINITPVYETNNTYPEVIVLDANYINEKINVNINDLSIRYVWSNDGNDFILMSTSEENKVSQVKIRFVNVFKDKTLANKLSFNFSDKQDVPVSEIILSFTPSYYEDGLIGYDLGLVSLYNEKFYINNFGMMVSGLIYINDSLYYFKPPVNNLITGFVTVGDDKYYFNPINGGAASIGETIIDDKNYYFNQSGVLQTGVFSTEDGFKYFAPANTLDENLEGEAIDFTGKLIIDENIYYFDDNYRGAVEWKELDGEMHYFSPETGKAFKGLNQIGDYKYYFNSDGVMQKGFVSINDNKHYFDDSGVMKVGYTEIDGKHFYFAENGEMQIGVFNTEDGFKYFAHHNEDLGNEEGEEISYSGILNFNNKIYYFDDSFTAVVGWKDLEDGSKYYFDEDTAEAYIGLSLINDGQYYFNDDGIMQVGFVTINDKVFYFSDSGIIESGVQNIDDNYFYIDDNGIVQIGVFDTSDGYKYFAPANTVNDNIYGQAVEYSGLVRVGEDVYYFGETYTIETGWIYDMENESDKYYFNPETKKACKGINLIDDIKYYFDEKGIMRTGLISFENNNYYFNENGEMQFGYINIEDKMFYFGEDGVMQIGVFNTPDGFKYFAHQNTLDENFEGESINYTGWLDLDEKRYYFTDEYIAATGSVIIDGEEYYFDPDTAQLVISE
CCHFV vOTU inh: blocks the CCHF virus ovarian tumor domain protease; CCHFV vOTU protease, Pep-AMC fluorescence; inhibition, % at 11.5 µM; 370,000 tested, 0.55% active; in the data active = inhibition above about 30%; note: 0% = vehicle wells with enzyme and 100% = no enzyme wells
Y pestis TopoI: blocks Yersinia pestis topoisomerase I activity | Y. pestis Topo-I cleavage product accumulation, plate reader | activity, % at 10 µM | 360,000 tested, 0.064% active; in the data active = activity above about 50%, passing the limit was not always enough; note: inactives centre near 2
* = called active by the depositor; i = inactive; · = not tested or not shown; & = joins results of further samples.

The line under a structure holds: BH1578 lux ind, PriA SSB inh, Y pestis TopoI, PrPC surface inh, TcdB inh, Rv3671c protease, CCHFV vOTU inh, MazF activator, VHR inh abs, SARS 3CLpro inh
- Cc1cc(OC(C)C(=O)NCCCN2CCOCC2)c2c(C)cc(=O)oc2c1 (stereo unspecified)
    i, 19.8, -2.1, 2.9, 1.8, -3.4, -22.7, 2.1, 38.2, 2.8
- CC1CCC(NCCNC(=O)c2ccco2)CC1 (stereo unspecified)
    1.4, 2.5, 11.8, 1.5, -0.5, 2.1, 10.3, 9.3, 61.3, -0.2
- Cc1ccc(C(=O)NCCNc2ccc([N+](=O)[O-])cc2C(F)(F)F)cc1
    i, -2.6, -9.3, 3.9, ·, -5.2, 0.5, -5.3, -4.7, 2.4
- CCOC(=O)c1ccccc1NC(=O)Cn1c(-c2nonc2N)nc2ccccc21
    ·, -8.3, 5.7, 5.3, ·, -6.1, 3.3, 8.3, 15.6, 2.6
- Cc1ccc(NC(=O)CSc2ncc(-c3ccccc3)n2C(=O)c2ccccc2)cc1
    -0.3, -17.7, 12.8, 11.9, ·, -0.5, 3.5, -9.9, 18.6, 1.6
- CC(C)=CCCC1(C)C=Cc2c(ccc3c2[nH]c2cc(O)c(C)cc23)O1 (stereo unspecified)
    -0.3, 13.9, -42.5, 1.4, 3.8, 7.4, 16.4, 4.1, 16.5, 9.4
- CCC1CCCCN1CCCNC(=O)C1CCC(Cn2c(=O)[nH]c3ccccc3c2=O)CC1 (stereo unspecified)
    i, 1.2, -6.2, -3.5, -2.3, -3.4, 4.6, -1.2, 10.7, -4.1
- CC(C)c1ccc(NC(=O)C(c2ccccc2)N2CCN(C=O)CC2)cc1 (stereo unspecified)
    -0.2, 1.9, 20.0, 0.4, ·, 2.7, 4.8, -5.6, 20.0, 3.2
- Cc1cc(NC(=O)CCN2C(=O)/C(=C\c3ccccc3Cl)SC2=S)no1
    -0.5, ·, -2.2, 6.7, -3.1, -4.2, 4.1, 6.6, -19.0, 5.5
- Cc1ncsc1CCSc1nc2ccccc2c(=O)n1C
    -0.5, -6.7, 4.6, 7.5, 0.5, -21.5, 0.8, 5.2, 9.1, -6.7
- CCCCOCCCNC(=O)c1cccc(OC)c1
    -0.3, -8.5, -5.3, -4.4, ·, 5.5, -12.4, 2.8, -4.1, 3.4
- CC1CCCC(NC(=O)CSc2nnc(-c3cccnc3)o2)C1C (stereo unspecified)
    -0.5, ·, -0.3, -3.3, 1.5, ·, -3.2, 8.1, ·, ·
- CC(=O)NC1=NN(C(C)=O)C(C)(c2ccccc2)S1 (stereo unspecified)
    -6.2, -6.3, 4.1, 11.6, -0.2, -8.3, -4.4, 2.2, 9.7, -0.8
- O=C(O)c1ccc(N2C(=O)CC(Cc3ccccc3)C2=O)cc1 (stereo unspecified)
    -0.3, -4.0, -3.0, -2.0, ·, -9.3, -7.4, 17.7, 35.9, 1.8
- CCC(=O)N1CCc2cc(S(=O)(=O)CCC(=O)Nc3cccc(C)n3)ccc21
    i, -20.2, 5.3, -3.3, ·, -5.5, -7.3, -0.6, 6.2, -5.8
- C=CCN1C(=O)[C@]2(c3ccccc31)C1CCCC=C1C(C#N)=C(N)C2(C#N)C#N (stereo partly specified)
    i, -2.9, 17.2, -6.9, ·, -6.2, -6.2, -6.7, 17.4, -5.8
- Cc1nnc(SCC(=O)NNC(=O)c2ccc(Br)cc2)n1C
    0.0, 1.2, 1.4, 12.1, 1.3, 4.0, -10.2, 0.0, -0.4, -2.2
- N=C(N)SCc1nc2ccccc2c(=O)n1-c1ccccc1
    -0.7, 13.6, -5.7&-8.2, -3.4&-2.8, -0.1&1.5, -0.8&-3.0, -13.3&-14.2, -1.1&6.8, 4.0&11.9, -0.2&3.9
- CCCCC(C(=O)O)C(C)CC(=O)Nc1nncs1 (stereo unspecified)
    i, 1.9, 2.8, 2.1, 0.1, -7.5, -5.6, 9.3, 9.5, 0.8
- Cc1cc(C)c(OCC(=O)Nc2ccc(N3CCOCC3)cc2)c(Br)c1
    -0.3, ·, 19.6, 1.9, 0.9, 8.2, -6.7, ·, 26.5, -3.0

Limited to PrPC surface inh (2 entries from above):
molecule	PrPC surface inh
Cc1nnc(SCC(=O)NNC(=O)c2ccc(Br)cc2)n1C	12.1
N=C(N)SCc1nc2ccccc2c(=O)n1-c1ccccc1	-3.4&-2.8

Next part
The line under a structure holds: BH1578 lux ind, PriA SSB inh, Y pestis TopoI, PrPC surface inh, TcdB inh, Rv3671c protease, CCHFV vOTU inh, MazF activator, VHR inh abs, SARS 3CLpro inh
- CCC(C(=O)Nc1c2c(nn1C(C)(C)C)CS(=O)(=O)C2)c1ccccc1 (stereo unspecified)
    -0.6, -6.1, 2.2, -1.3, 0.3, -1.1, 6.0, 0.8, 6.5, -2.3
- CC(CNc1ccccc1O)C(=O)O (stereo unspecified)
    -0.3, 5.4, -4.3, -19.6, -9.5, -14.1, 21.6, -1.5, 11.0, -0.5
- O=C(CC1C(=O)NCCN1Cc1ccc(-c2ccccc2)cc1)NCCOc1cccnc1 (stereo unspecified)
    i, 5.0, 10.2, 5.5, 1.0, 8.3, 7.3, -12.7, 16.5, -0.8
- COC(=O)c1c(NC(=O)CCNCc2ccco2)sc2c1CCC2
    -0.6, 0.7, 11.9, 0.2, 2.0, 12.4, 20.7, -5.7, 20.1, -0.6
- CNc1c([N+](=O)[O-])cnn1-c1ccc(F)cc1
    -0.3, 2.4, 6.7, 1.5, -0.4, -2.8, -5.9, 1.7, 11.8, -0.4
- O=C(CCn1ccc([N+](=O)[O-])n1)Nc1nccs1
    2.6, -9.4, 0.6, -7.3, 0.3, -4.8, -15.6, -9.0, 9.5, 0.6
- COc1ccc(N2CCN(C(=O)c3ccc(NS(=O)(=O)c4ccccc4)cc3)CC2)cc1
    0.5, 19.4, -0.9, 15.4, ·, -1.3, 6.7, 7.6, 4.4, -2.4
- N#Cc1c(N(CCO)CCO)nc(N)c2c(N)nc3c(c12)CC(=O)N3CC1CCCO1 (stereo unspecified)
    -0.1, 30.9, 7.5, -7.0, 0.3, -2.2, -7.7, -2.6, 9.1, -3.2
- CCOC(=O)C1=C(CSc2nc(C)cc(C)c2C#N)OC(N)=C(C#N)C1c1ccccc1 (stereo unspecified)
    -0.9, -2.7, 30.7, -3.1, ·, 1.9, 16.7, 5.3, 7.1, -0.1
- CC(C)(C)c1ccc(S(=O)(=O)NNC(=O)c2cc3ccccc3[nH]2)cc1
    i, 1.6, 0.2, -1.4, 0.3, -11.5, 19.8, -0.8, 3.6, -5.6
- Cc1ccc(C2C(C#N)=C(N)OC3=C2C(=O)CC(C)(C)C3)s1 (stereo unspecified)
    i, -2.1, 0.6, 6.6, 0.1, -1.3, -13.8, -0.8, 8.7, 3.1
- CC(=O)N1CCN(c2nc(N)c(C#N)c(CC#N)c2C#N)CC1
    -0.2, -1.9, -5.4, 5.1, 1.4, -4.1, -9.0, -12.1, -2.8, -2.6
- Cc1cc(NCc2ccco2)n2ncnc2n1
    -0.1, -4.5, -4.3, 0.1, 1.3, -6.5, -9.6, 2.6, 34.2, 2.3
- O=C(COC(=O)Cc1c(Cl)cccc1Cl)NCC1CCCO1 (stereo unspecified)
    i, -11.9, -5.8, -5.6, -1.5, -0.2, 10.5, 1.1, 9.0, -2.8
- CCc1cc(C(=O)N2CCOCC2)c(NC2=NS(=O)(=O)c3ccccc32)s1
    18.4, -10.4, -0.6, 2.7, ·, 4.7, 3.4, 10.1, 1.5, 0.6
- CCCC1=C(C(=O)OCC)C(/C=C/c2ccccc2)n2ncnc2N1 (stereo unspecified)
    2.7, -26.3, 6.0, ·, 1.1, -12.8, ·, 0.9, 11.6, 5.8
- COc1ccccc1CN1CCNC(=O)C1CC(=O)O (stereo unspecified)
    -0.5, -3.0&-11.8, 0.7, 6.1, 1.5, 6.8, -6.7, -8.5, -9.2, 5.6
- CCNC(=O)N(C)C[C@H]1N[C@@](CC)(C(=O)OC)[C@H]2C(=O)N(C)C(=O)[C@@H]12
    i, -2.8, -6.0, 1.3, -9.3, -7.9, 12.2, 5.7, ·, ·
- CC(=O)OCC=C1CCC2C3CCC4=CC(=O)CCC4(C)C3C(O)CC12C (stereo unspecified)
    i, -9.8, 39.5, -7.3, 4.3, ·, -4.2, 5.1, ·, ·
- O=C(COC(=O)/C=C/c1ccc([N+](=O)[O-])cc1)NCc1cccs1
    -0.6, 5.2, -8.3, -21.4, 1.9, 6.7, 1.0, 7.3, ·, ·

Next records.
The line under a structure holds: BH1578 lux ind, PriA SSB inh, Y pestis TopoI, PrPC surface inh, TcdB inh, Rv3671c protease, CCHFV vOTU inh, MazF activator, VHR inh abs, SARS 3CLpro inh
- COC(=O)c1cccc(N2CCCC2=O)c1
    -0.4, -6.3, 1.4, 1.6, 0.1, 0.9, 2.2, 5.7, -3.1, -8.8
- CCOC(=O)N1CCN(C(=O)CN(Cc2ccccc2)S(C)(=O)=O)CC1
    i, -10.6, -7.9, 5.2, ·, 2.4, 4.6, -10.0, -5.4, -4.0
- CN(C)S(=O)(=O)c1ccc(N2CCCC2)c(C(=O)N2CCN(S(=O)(=O)c3ccccc3F)CC2)c1
    i, -0.8, 47.7, -2.1, 0.6, 0.4, -4.5, 10.0, ·, ·
- CN(CCC#N)C(=O)COC(=O)c1ccccc1OCc1ccccc1Cl
    -0.3, -1.7, 35.9, 7.9, 1.3, 4.3, 18.8, -2.6, 29.4, 4.5
- CCOC(=O)c1noc(C)c1C(=O)Nc1nc(C)cc(C)n1
    0.5, -6.5, -1.9, 4.8, 0.2, 8.4, 1.5, 0.6, 2.3, -1.7
- O=c1c(Cc2c(F)cccc2Cl)c(O)ccn1C1CC1
    -0.4, -12.4, 5.0, -3.1, 0.9, 2.5, -9.4, 0.1, 44.6, -0.4
- Cc1cc(C)cc(NC(=O)CSc2nnc(-c3ccncc3)o2)c1
    -0.7, 5.8, 3.1, -2.2, 1.3, 7.2, 9.4, 3.2, ·, ·
- COc1cc(OC)cc(C(=O)NCc2n[nH]c(=S)n2-c2ccccc2)c1
    1.7, -21.5, 2.6, 1.3, ·, -10.0, 5.2, -6.6, 47.9, 5.3
- CC(=O)NCCC(=O)Nc1cc(F)ccc1C
    i, -15.0, -0.9, 1.4, ·, 2.7, 2.1, 6.3, -5.5, 0.8
- CC(=O)OC1COC(N2CCc3ccccc32)C(OC(C)=O)C1OC(C)=O (stereo unspecified)
    -0.2, -2.5, -3.3, 1.7, -1.8, 4.0, -4.2, -5.2, 4.0, 4.2
- Cc1cc(C(=O)OCC(=O)NC2CCCCC2C)c2ccccc2n1 (stereo unspecified)
    -0.5, -6.9, -5.0, -2.8, 0.1, -1.7, 3.8, -8.2, ·, ·
- COc1ccc(-c2cn3c(n2)CCC3)cc1
    -0.2, -5.4, 5.0, 6.9, 0.8, 2.8, 9.6, -0.6, 12.0, -3.2

Shown with bars between the fields: entries from further up.
SMILES | BH1578 lux ind | PriA SSB inh | Y pestis TopoI | PrPC surface inh | TcdB inh | Rv3671c protease | CCHFV vOTU inh | MazF activator | VHR inh abs | SARS 3CLpro inh
CCOC(=O)N1CCN(C(=O)CN(Cc2ccccc2)S(C)(=O)=O)CC1 | i | -10.6 | -7.9 | 5.2 | · | 2.4 | 4.6 | -10.0 | -5.4 | -4.0
CN(C)S(=O)(=O)c1ccc(N2CCCC2)c(C(=O)N2CCN(S(=O)(=O)c3ccccc3F)CC2)c1 | i | -0.8 | 47.7 | -2.1 | 0.6 | 0.4 | -4.5 | 10.0 | · | ·
CN(CCC#N)C(=O)COC(=O)c1ccccc1OCc1ccccc1Cl | -0.3 | -1.7 | 35.9 | 7.9 | 1.3 | 4.3 | 18.8 | -2.6 | 29.4 | 4.5
CCOC(=O)c1noc(C)c1C(=O)Nc1nc(C)cc(C)n1 | 0.5 | -6.5 | -1.9 | 4.8 | 0.2 | 8.4 | 1.5 | 0.6 | 2.3 | -1.7
O=c1c(Cc2c(F)cccc2Cl)c(O)ccn1C1CC1 | -0.4 | -12.4 | 5.0 | -3.1 | 0.9 | 2.5 | -9.4 | 0.1 | 44.6 | -0.4
Cc1cc(C)cc(NC(=O)CSc2nnc(-c3ccncc3)o2)c1 | -0.7 | 5.8 | 3.1 | -2.2 | 1.3 | 7.2 | 9.4 | 3.2 | · | ·
COc1cc(OC)cc(C(=O)NCc2n[nH]c(=S)n2-c2ccccc2)c1 | 1.7 | -21.5 | 2.6 | 1.3 | · | -10.0 | 5.2 | -6.6 | 47.9 | 5.3

Assay outcomes deposited in PubChem BioAssay by several laboratories.

An excerpt; count on the stated rates, not on these rows.
